Screening data deposited in PubChem BioAssay by several laboratories.
Y pestis TopoI: Yersinia pestis topoisomerase I inhibitors, primary screen, biochemical, cleavage product accumulation, plate reader, single point | Y. pestis Topo-I cleavage product accumulation | activity, % at 10 µM | 360,000 compounds, 0.064% hits; in the data active = activity above about 50%, passing the limit was not always enough; inconclusive = no clear call, values can overlap the other calls; also: inactives centre near 2
Anthrax LF inh2: Bacillus anthracis LF protease inhibitors, primary screen, biochemical, multiplex microsphere, MLPCN library; AID 588501, 2011; multiplex microsphere protease cleavage assay; inhibition, % at 10 µM; 360,000 compounds, 0.12% hits; also: plate controls were buffer without enzyme for full effect and enzyme alone for no effect
Target sequence (P15917 whole entry, looked up): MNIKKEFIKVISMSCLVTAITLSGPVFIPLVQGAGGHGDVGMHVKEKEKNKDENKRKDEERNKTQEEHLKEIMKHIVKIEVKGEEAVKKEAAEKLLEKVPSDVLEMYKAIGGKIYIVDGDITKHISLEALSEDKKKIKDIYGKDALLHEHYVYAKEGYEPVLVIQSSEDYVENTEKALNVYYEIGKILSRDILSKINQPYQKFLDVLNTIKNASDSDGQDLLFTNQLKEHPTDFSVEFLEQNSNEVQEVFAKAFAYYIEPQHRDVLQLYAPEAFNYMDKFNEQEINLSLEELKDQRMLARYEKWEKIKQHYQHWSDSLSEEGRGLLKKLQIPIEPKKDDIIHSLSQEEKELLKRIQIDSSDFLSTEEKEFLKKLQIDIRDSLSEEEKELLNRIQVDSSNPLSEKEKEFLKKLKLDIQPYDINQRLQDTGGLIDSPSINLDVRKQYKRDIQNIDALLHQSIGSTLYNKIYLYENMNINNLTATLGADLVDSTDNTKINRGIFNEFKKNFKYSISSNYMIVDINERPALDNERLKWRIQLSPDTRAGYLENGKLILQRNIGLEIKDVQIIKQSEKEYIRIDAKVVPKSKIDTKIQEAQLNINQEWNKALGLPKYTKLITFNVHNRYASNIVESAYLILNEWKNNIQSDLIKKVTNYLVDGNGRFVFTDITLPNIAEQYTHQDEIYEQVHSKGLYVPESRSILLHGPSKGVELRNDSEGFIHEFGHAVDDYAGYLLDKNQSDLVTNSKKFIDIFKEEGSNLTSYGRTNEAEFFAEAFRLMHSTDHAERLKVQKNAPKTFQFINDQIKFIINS
BoNT-A LC inh2: BoNT/A light chain protease inhibitors, primary screen, biochemical, flow cytometry, MLPCN library. inhibition, % at 10 µM. 360,000 compounds, 0.17% hits. multiplex microsphere protease substrate cleavage. Botulinum neurotoxin type A light chain protease (Clostridium botulinum A str. ATCC 3502); also: plate controls were buffer without enzyme for full effect and enzyme alone for no effect
TcdB inh: TcdB glycohydrolase inhibitors, primary screen, biochemical, single point, plate reader | 350,000 compounds, 0.24% hits | Toxin B (Clostridioides difficile), P18177 | AID 652162, 2013 | TcdB glycohydrolase enzymatic assay | inhibition, % at 9.99 µM; in the data active = inhibition above about 10%
FadD28 binding: inhibitors of FadD28 bisubstrate probe binding, primary screen, biochemical, fluorescence polarization, single point; Mycobacterium tuberculosis FadD28 fatty-acid-AMP ligase; inhibition, % at 12.5 µM; 360,000 compounds, 0.22% hits; in the data active = inhibition above about 8.5%, passing the limit was not always enough; inconclusive = no clear call, values can overlap the other calls
BoNT-F LC inh: BoNT/F light chain protease inhibitors, primary screen, biochemical, flow cytometry, MLPCN library; Multiplex microsphere protease cleavage assay; Botulinum neurotoxin type F light chain protease (Clostridium botulinum); 360,000 compounds, 0.22% hits; inhibition, % at 10 µM; in the data active = inhibition above about 35%, passing the limit was not always enough; inconclusive = no clear call, values can overlap the other calls; also: plate controls were buffer without enzyme for full effect and enzyme alone for no effect
CCHF vOTU inh: CCHFV vOTU protease inhibitors, primary screen, biochemical, Pep-AMC substrate, fluorescence. Crimean-Congo hemorrhagic fever virus L polyprotein viral ovarian tumor (vOTU) protease …. inhibition, % at 11.5 µM. 370,000 compounds, 0.55% hits. AID 651958, 2012; in the data active = inhibition above about 30%; also: 0% = vehicle wells with enzyme and 100% = no enzyme wells
PrPC surface inh: inhibitors of human cell surface prion protein PrPC, primary screen, cell-based, TR-FRET | inhibition, % at 13.8 µM | Major prion protein (Homo sapiens), P04156 | TR-FRET read-out | AID 720596, 2013 | 370,000 compounds, 0.43% hits; in the data active = inhibition above about 24%; also: 0% = median of the test wells and 100% = reference compound wells
PfHsp40 rescue: rescue of yeast from PfHsp40 toxicity, primary screen, S. cerevisiae, ATP luminescence; S. cerevisiae expressing PfHsp40, growth rescue; growth rescue, % at 12.5 µM; 340,000 compounds, 0.68% hits; AID 504582, 2011; in the data active = growth rescue above about 28%, passing the limit was not always enough; inconclusive = no clear call, values can overlap the other calls;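 also: yeast W303a lacking pdr1 and pdr3 grown in galactose medium; growth measured after three days at 30 °C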
* = called active by the depositor; ? = inconclusive; . = no result given; & = joins results of further samples. Rule as the data show it, unless noted: active = inhibition above about 30%; inconclusive = no clear call, values can overlap the other calls; inactive = below that.

Values run as follows: Y pestis TopoI	Anthrax LF inh2	BoNT-A LC inh2	TcdB inh	FadD28 binding	BoNT-F LC inh	CCHF vOTU inh	PrPC surface inh	PfHsp40 rescue
- CCOC(=O)NC(Nc1ccc(OC)cc1)(C(F)(F)F)C(F)(F)F
  -8.1	-5.0	-0.6	.	-0.4	-4.6	-2.1	-3.2	0.2
- CC(=O)c1cccc(OCc2cc(C(=O)N3CCSCC3)no2)c1
  12.9	3.1	3.4	-6.1	-3.2	4.8	24.5	4.3	0.8
- CCC(c1nnnn1C1CCCCC1)N1CCN(C(=O)c2ccco2)CC1 (configuration not stated)
  1.7	-1.2	-4.1	0.7	-0.5	-8.2	-2.8	-10.1	0.2
- CCOCCCNC(=S)N1CCC(C(=O)c2ccc(C)cc2)CC1
  -3.4	4.1	-3.4	2.4	-1.5	-5.4	-3.7	6.2	-1.1
- O=C(COC(=O)CNC(=O)c1ccccc1)NC1CCCCC1
  -2.0	5.3	-0.9	-0.6	0.9	-0.9	0.3	0.8	-1.0
- COCCn1c(SCC(=O)Nc2cc(Cl)ccc2OC)nc2c(c1=O)SC(C)C2 (configuration not stated)
  35.4	0.6	-1.0	0.5	-1.3	-7.8	8.2	-0.8	-1.5
- CCC(=O)Nc1ccc(Cl)c(-c2nc3ncccc3o2)c1
  -8.6	-6.4	-3.7	1.6	-4.6	?	-13.4	-3.5	-0.1
- CC(=O)Nc1ccc2c(CSc3nncs3)cc(=O)oc2c1
  -6.2	4.4	0.4	1.2	-4.1	-5.2	-14.4	-17.2	-1.0
- CCCCC(=O)N(C)c1c(CC)nc2c(OCC(N)=O)cccn12
  1.4	0.1	-0.2	0.8	-1.3	-6.4	-1.3	-5.2	.
- NC(Cc1ccccc1)c1csc(Nc2ccccn2)n1 (configuration not stated)
  -0.3	-3.2	-0.9	1.2	-3.1	-13.5	4.3	15.8	.
- COc1cccc(OC)c1C(=O)O/N=C(\N)c1ccncc1
  -8.5	-8.0	-1.3	2.6	-2.7	-4.3	-8.0	-2.7	0.1
- O=C(NC(=S)Nc1ccc([N+](=O)[O-])cc1O)C1CCCCC1
  2.7	-9.8	1.7	2.0	2.2	0.9	20.6	-7.0	-0.8
- c1ccc(CSc2ccc(-c3ccccn3)nn2)nc1
  -8.2	2.3	-0.8	1.3	-2.5	-0.3	-9.2	6.1	415.8*
- O=C(Nc1ccc(C(=O)N2CCOCC2)cc1)Nc1ccc(Cl)cc1Cl
  -1.5	-1.0	-0.2	0.2	-1.4	-1.3	-0.5	-2.4	0.2
- CCN(C(=O)Cn1ccc(C(F)(F)F)n1)c1c(N)n(Cc2ccccc2)c(=O)[nH]c1=O
  -4.7	-2.3	-0.1	-0.4	-2.4	-0.1	4.9	-6.1	-0.4
- COc1ccc(C2CC(c3ccc(Br)cc3)=NN2C(=O)c2cccnc2)cc1 (configuration not stated)
  30.8	-0.6	2.2	.	-5.7	0.2	7.1	-0.8	0.7
- CCCC(=O)Nc1ccc(C(=O)/C=C/c2ccc(SC)cc2)cc1
  0.6	7.6	-0.3	.	-4.2	2.0	-3.2	11.6	5.5
- Clc1ccc(N2CCN(c3ncnc4c3oc3ccccc34)CC2)cc1
  5.3	-5.4	-0.5	.	-2.1	-0.9	-0.3	0.1	-0.2
- Cc1noc(C)c1CCC(=O)O
  10.9	1.3	-0.6	-0.2	-1.1	-7.2	1.4	-2.7	-2.4
- CCNC(=S)NCc1ccco1
  6.1	0.4	0.5	.	-5.0	-2.3	-6.7	2.4	0.5
- CCOCCc1nnc(NC(=O)Cc2ccccc2)s1
  -0.5	0.5	0.6	.	-0.7	12.8	1.2	-4.7	-1.6
- O=C(Cn1ccc2ccccc2c1=O)NCC(=O)Nc1ccc(F)cc1F
  4.8	7.1	-4.4	-0.2	-3.4	-18.9	-10.1	4.8	0.6
- NC(=O)c1cccc(-c2ccnc3c2CC(C(=O)NCc2ccc(F)c(F)c2)O3)c1 (configuration not stated)
  3.7	-4.7	-0.4	0.8	-0.6	-4.0	5.7	-2.9	.
- COc1ccc(NC(=O)C2C3C=CC(C3)C2C(=O)NCc2ccco2)c(OC)c1 (configuration not stated)
  4.2	-2.8	-0.4	.	0.4	-4.9	5.3	7.0	-0.2
- CCOC(=O)C1=C(C)N(C)C(=S)NC1c1ccccc1Cl (configuration not stated)
  7.1	0.2	0.4	.	-1.0	14.3	9.4	7.3	0.7
- CCOC(=O)c1ccc(NC(=O)COc2ccc(S(=O)(=O)N3CCCC3)cc2)cc1
  14.1	-1.7	-0.4	-0.4	0.1	-8.3	11.9	0.4	1.2
- O=C(OCC(=O)C12CC3CC(CC(C3)C1)C2)c1cnccn1
  14.5	-1.9	-2.2	-9.6	-1.6	1.4	13.9	3.5	-1.8
- CC(C)(C)c1cc(CN2CCCC(O)C2)c(O)c(C(C)(C)C)c1 (configuration not stated)
  8.5	-1.6	0.7	.	-2.0	2.2	11.2	-9.1	-0.9
- COC(=O)N(C)C[C@@H]1OCc2cn(nn2)CCCC(=O)N([C@@H](C)CO)C[C@H]1C
  0.3	1.0	-0.1	-0.9&-1.3&-0.5	-2.9	1.4	-5.8	-4.0	.
- CCOC(=O)c1cnn(-c2cccc(Cl)c2)c1N
  9.4	-3.1	-1.5	.	-1.6	-4.4	5.9	3.7	0.0
- Cn1nnnc1SCC(=O)N1CCc2ccccc2C1
  -4.4	0.3	-0.7	.	-0.1	15.8	6.4	-1.0	-0.6
- CCOC(=O)c1cnc(SCC(=O)Nc2nnc(CC)s2)nc1N
  1.1	-3.4	0.7	0.5	-1.4	-13.8	-11.0	2.3	-0.9
- O=C1SCCc2c1n(Cc1ccccc1)c1ccccc21
  3.8	2.9	0.1	.	-0.7	-9.5	8.7	-4.8	-1.0
- CCN(CCNC(=O)CS(=O)(=O)Cc1nc(-c2cccc(OC)c2)oc1C)c1ccccc1
  18.1	-12.1	-0.7	.	-1.2	-6.0	9.2	8.8	1.7
- Cc1ccc(CNCCCSc2ncccn2)cc1
  8.2	-3.4	-2.3	1.0	-3.7	-16.6	8.3	1.0	-0.2
- Cc1ccccc1-n1nc2c(c1NC(=O)C1CCCC1)CS(=O)(=O)C2
  -11.7	-1.4	-1.3	0.9	0.5	-2.1	-11.4	-1.8	-0.3
- CCN1CCN(C(c2cccs2)C(C)NC(=O)c2cccc(OC)c2OC)CC1 (configuration not stated)
  4.5	-2.8	-0.5	0.4	-0.3	-7.3	7.3	-8.2	1.1
- Cc1[nH]c2ccc(F)cc2c(=O)c1SC(F)(F)C(F)F
  -7.1	1.0	0.2	.	-4.8	-10.2	29.9*	7.3	-0.4
- Cc1ccc(-n2nc(C)c(C(=O)O)n2)c(C)c1
  0.4	-2.7	0.0	.	-3.5	1.7	11.5	5.0	-1.0
- COc1ccc(NC(=O)CCSc2ccc(F)cc2)cc1
  -9.6	-2.1	0.4	2.7	-4.0	-4.6	11.0	2.5	5.3
- S=c1[nH]nc(CSCc2ccc(Cl)cc2Cl)n1-c1ccccc1
  0.1	0.9	?	.	0.1	3.6	13.8	7.5	5.1
- S=C(NCCOCCOCCNC(=S)Nc1ccccc1)Nc1ccccc1
  2.0	-1.1	-0.2	0.2	-1.2	-2.7	0.0	0.1	0.6
- Cc1c(OC(C(=O)O)c2ccccc2)ccc2c1oc(=O)c1ccccc12 (configuration not stated)
  -0.1	-1.2	1.3	-2.3	-10.5	3.0	-68.1	-3.1	-0.1
- COc1cc(OC)cc(C(=O)O/N=C(\N)c2cccc(C)c2)c1
  -0.7	-6.2	-3.6	1.1	0.3	4.7	5.9	-9.8	-0.3
- Cc1[nH]n(-c2nc(-c3ccc(Cl)cc3)cs2)c(=O)c1N=Nc1ccc(O)cc1
  2.0	-4.2	-0.3	1.4	-1.2	-5.2	-1.4	11.6	-0.1

Reprinted at random: three entries already listed
Values run as follows: Y pestis TopoI	Anthrax LF inh2	BoNT-A LC inh2	TcdB inh	FadD28 binding	BoNT-F LC inh	CCHF vOTU inh	PrPC surface inh	PfHsp40 rescue
- Cc1ccc(-n2nc(C)c(C(=O)O)n2)c(C)c1
  0.4	-2.7	0.0	.	-3.5	1.7	11.5	5.0	-1.0
- Cc1[nH]c2ccc(F)cc2c(=O)c1SC(F)(F)C(F)F
  -7.1	1.0	0.2	.	-4.8	-10.2	29.9*	7.3	-0.4
- Cn1nnnc1SCC(=O)N1CCc2ccccc2C1
  -4.4	0.3	-0.7	.	-0.1	15.8	6.4	-1.0	-0.6

Further entries
Values run as follows: Y pestis TopoI	Anthrax LF inh2	BoNT-A LC inh2	TcdB inh	FadD28 binding	BoNT-F LC inh	CCHF vOTU inh	PrPC surface inh	PfHsp40 rescue
- COc1ccc(CCN2C(=O)CC(N3CCOCC3)C2=O)cc1 (configuration not stated)
  -3.3	-4.1	-0.5	.	-0.3	-12.3	-4.2	-4.1	-0.4
- O=C(COc1ccccc1)NC1CCCCC1
  -1.4	-2.7	-0.5	.	-0.6	0.2	3.8	-7.3	-1.0
- O=C(CN1CCN(S(=O)(=O)c2ccc(F)cc2)CC1)NC1CCCC1
  -0.1	-4.0	0.7	2.0	-1.5	11.4	12.6	-0.7	-2.1
- CCCCCn1c(=O)[nH]c2cc(C(=O)NCCCN3CCCCC3CC)ccc2c1=O (configuration not stated)
  4.1	-4.4	3.8	1.7	-2.0	8.5	3.3	-16.5	-1.0
- CNc1ncnc2c1cnn2C1CCCCO1 (configuration not stated)
  -1.8	-5.7	-0.5	-0.5	-0.9	-4.8	-4.2	6.4	0.6
- COc1ccc(/C=N\NC(=O)c2ccccc2OC)cc1COc1c(F)c(F)c(F)c(F)c1F
  45.8	2.1	-1.7	1.1	-2.2	2.9	15.9	-3.9	-0.7
- O=C(CC(=O)Nc1ccc(F)cc1F)Nc1ccc(F)cc1F
  2.8	-20.6	-1.1	-0.6	-0.6	-2.5	1.3	8.0	-1.0
- N#Cc1ccccc1NC(=O)CSc1nnc(-c2ccccc2)n1-c1ccccc1
  -5.7	-0.1	2.4	.	-2.4	7.0	8.7	12.2	-0.3
- O=C(Nc1ccc(F)cc1)/C(Cl)=C/c1ccccc1
  2.8	3.3	0.1	0.5	-4.7	-5.3	-6.4	5.6	3.0
- CO/C([O-])=N/c1c[n+](-c2ccc(C)cc2)no1
  0.3	-5.7	1.2	.	0.2	-11.8	2.5	-15.2	1.3
- COc1ccc2c(c1OC)C(=O)N(c1ccc(O)cc1)C2
  1.8	-0.9	-1.9	1.0	-0.5	0.8	15.6	-2.5	-0.4
- CCn1cnc2sc(C(=O)Oc3ccc(Br)cc3)c(C)c2c1=O
  2.9	4.1	-0.2	0.7	-3.6	-5.8	7.1	7.8	-1.1
- Cc1ccc(NCc2nnc3n2CCCCC3)cc1
  5.9	0.6	0.7	0.6	-2.0	4.6	0.5	10.7	0.7
- COc1ccc(CN(C)C(=O)Cc2ccc(OC)c(S(=O)(=O)N3CCOCC3)c2)cc1
  -3.4	5.8	1.0	-0.1	-0.2	8.4	0.7	-2.2	-1.0
- Cc1cc(C=O)c(C)n1-c1ccc(NC2CCCCC2)c([N+](=O)[O-])c1
  -4.0	-3.1	-0.2	-5.5	0.9	-9.6	12.8	-8.1	2.5
- O=C(O)CC1=C(Nc2ccccc2)C(=O)N(c2ccccc2)C1c1ccc(Br)cc1 (configuration not stated)
  5.8	0.3	-0.2	0.4	-1.7	1.9	-7.7	-1.0	0.2
